PLK1 kinase inh – inhibitors of human PLK1 kinase. P53350. 97,000 compounds, 0.53% hits. inhibition, % at 10 µM. AID 619. recombinant PLK1 kinase, TR-FRET peptide phosphorylation;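 active = inhibition of 50% or more in the single-concentration screen; inactive = inhibition below 50%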;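 also: 0% = DMSO max control and 100% = H-89 dihydrochloride min control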
Target sequence (P53350 whole entry, looked up): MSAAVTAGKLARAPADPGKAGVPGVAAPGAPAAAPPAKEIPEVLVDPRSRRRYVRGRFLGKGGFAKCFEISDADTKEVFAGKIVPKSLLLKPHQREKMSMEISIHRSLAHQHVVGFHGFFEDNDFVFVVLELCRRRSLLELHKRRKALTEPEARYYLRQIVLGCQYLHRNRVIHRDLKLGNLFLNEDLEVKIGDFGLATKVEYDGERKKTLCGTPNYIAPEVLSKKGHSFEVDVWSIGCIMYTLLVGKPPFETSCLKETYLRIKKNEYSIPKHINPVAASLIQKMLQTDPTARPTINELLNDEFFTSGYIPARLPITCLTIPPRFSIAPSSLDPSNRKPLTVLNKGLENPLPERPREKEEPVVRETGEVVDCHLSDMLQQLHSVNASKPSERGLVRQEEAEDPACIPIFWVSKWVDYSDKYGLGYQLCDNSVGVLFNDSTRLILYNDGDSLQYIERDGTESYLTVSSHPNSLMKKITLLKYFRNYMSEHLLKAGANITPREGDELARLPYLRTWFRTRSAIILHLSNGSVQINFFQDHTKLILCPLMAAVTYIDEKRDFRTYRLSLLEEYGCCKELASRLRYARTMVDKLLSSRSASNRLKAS
sEH inhibitor – blocks human soluble epoxide hydrolase activity. inhibition, % at 2 µM. recombinant human sEH enzymatic activity assay. P34913. 91,000 compounds, 0.34% hits; in the data active = inhibition above about 80%; also: values of inactives mirror those of a sister screen read the other way; many of its hits are not listed in these tables
Ecoli WT expand – E. coli BW25113 growth inhibition, expanded screen; OD600 absorbance; growth inhibition, % at 100 µM; 98,000 compounds, 0.15% hits;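 active = growth inhibition above about 50% at one test dose, limit read from the data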;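 also: growth measured after 20 h incubation at 37 °C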
hDAT+cocaine – human DAT dopamine uptake with cocaine, either direction. Q01959. LLC-PK1 hDAT cells, [14C]-dopamine uptake with cocaine IC80; actives deviate in either direction. 110,000 compounds, 1.3% hits. B-score at 10 µM. AID 449768;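 active = Z score or B-score, a plate-position-corrected score, falls beyond the plate's 99.7% confidence bounds, in either direction; inactive = both scores lie inside the 99.7% bounds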;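 also: scored against the spread of the other compound wells on the same plate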
PLK1 PBD inh – blocks phosphopeptide binding to human Plk1 polo box domain | Plk1 PBD phosphopeptide binding, fluorescence polarization | inhibition, %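 (tested at about 20 µM)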 | 97,000 compounds, 0.13% hits; in the data active = inhibition above about 34%, passing the limit was not always enough
IL1B cytotox – HUVEC cytotoxicity counter-screen, IL-1B stimulated; HUVEC cell count loss, Hoechst imaging; cell count reduction, % at 2 µM; 94,000 compounds, 0.41% hits; AID 845;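 active = cell count reduction more than 3 SD above the screen-wide mean, cut at about 70% in these data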;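 also: normalized per plate to untreated control cells as the no-loss baseline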
HUVEC tox TNFa – HUVEC cytotoxicity counter-screen, TNF alpha stimulated; cell count reduction, % at 2 µM; 93,000 compounds, 0.17% hits; HUVEC TNFalpha-stimulated, Hoechst cell count, imaging;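 active = cell count reduction exceeding the screen mean by over 5 SD, scaled to untreated wells per plate, cut at about 78% in these data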;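 also: cells counted after 24 h of TNF alpha exposure following the 1 h pretreatment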
cytoskel mod – modifiers of cytoskeleton assembly; HUVEC TNFa F-actin phalloidin imaging, high content; inhibition, % at 2 µM; 91,000 compounds, 0.18% hits; AID 836;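 active = inhibition above the batch mean plus 3 SD and confirmed as a hit by visual image inspection, cut at about 30% in these data, passing the limit was not always enough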; also: strong numbers were not always called active
VCAM1 TNFa inh – reduces TNF alpha induced VCAM1 expression in HUVEC; HUVEC TNFa-induced VCAM-1 immunofluorescence, high-content imaging; inhibition, % at 2 µM; 95,000 compounds, 0.48% hits; AID 802;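 active = inhibition above the batch mean plus 3 SD, with images confirmed as a hit by eye, cut at about 37% in these data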;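 also: 0% = TNF-stimulated DMSO wells and 100% = unstimulated control wells; not every result past the cut was called active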
* marks the source's active call; other numbers are inactive results; · = no result given. Rows are unselected; overall some 3.4% were active at least once.

Values run as follows: PLK1 kinase inh | sEH inhibitor | Ecoli WT expand | hDAT+cocaine | PLK1 PBD inh | IL1B cytotox | HUVEC tox TNFa | cytoskel mod | VCAM1 TNFa inh
CCc1ccc2[nH]c(=O)c(C(c3nnnn3CCOC)N3CCN(c4ccc(F)cc4)CC3)cc2c1 (stereo unspecified)
 : -4 | -3 | 0 | 1.1 | -29 | -6 | -18 | -4 | 6
O=C(CSCc1ccc(F)cc1)N1CCN(c2ccc(F)cc2)CC1
 : -4 | 6 | 4 | 1.3 | -29 | 1 | -3 | 13 | -1
O=C(Nc1nc2c(s1)CCCC2)c1ccc(Br)o1
 : -1 | -4 | -10 | 0.13 | 7 | 8 | -8 | -7 | 3
N#CCSc1nc2scc(-c3cccs3)c2c(=O)n1CCc1ccccc1
 : -10 | · | -7 | -0.33 | -19 | -18 | 22 | -28 | -19
CCOC(=O)C1C2C=CC3(CN(c4ccccc4CC)C(=O)C13)O2 (stereo unspecified)
 : -5 | 2 | · | -1 | 29 | 15 | -9 | 4 | 11
Cc1ccc2c(c1)NC(=O)CC(c1ccccc1)=N2
 : -17 | 0 | · | 0.15 | -8 | 0 | -29 | 10 | 4
Cc1c(C(=O)N2CCN(c3ccccc3F)CC2)sc2nc(-c3ccccc3)cn12
 : -11 | 7 | -8 | 0.42 | -2 | 7 | -20 | 13 | 16
Cc1ccc(-c2csc3ncnc(SCC(=O)NCc4ccc5c(c4)OCO5)c23)cc1
 : -15 | 35 | -9 | -0.21 | -12 | -33 | -15 | 2 | 1
Cc1ccc(C(=O)CC2(O)C(=O)Nc3ccccc32)s1 (stereo unspecified)
 : -12 | 16 | 0 | -0.37 | -18 | 0 | 10 | -2 | 6
CCOC(=O)c1c(C)oc2cc3c(C(=O)OCC)c(C)oc3cc12
 : -10 | -8 | · | · | 1 | -23 | -35 | -9 | -1
Nn1c(SCC(=O)NCCC2=CCCCC2)nnc1C1CCCCC1
 : 1 | -2 | -3 | 1.3 | 6 | -6 | -42 | 12 | 3
N#C/C(=C\c1ccc(N2CCOCC2)o1)c1ccccc1
 : -16 | -1 | -2 | -0.98 | -33 | -33 | 4 | -4 | 30
CCN1C(=O)CC(N2CCC(C(=O)OC)CC2)C1=O (stereo unspecified)
 : -9 | -4 | -3 | 0.29 | 8 | -28 | · | · | ·
CN(C)C(=S)NCc1ccccc1
 : -9 | -4 | -2 | -0.78 | -15 | -14 | -14 | 19 | 12
CCCC(c1nnnn1CCOC)N1CCN(Cc2ccccc2)CC1 (stereo unspecified)
 : -8 | -1 | · | -0.34 | -5 | -16 | 5 | 8 | 11
Cc1ccc(NC(=O)CSc2nc3ccccc3c3nc(CCc4c(C)n[nH]c4C)nn23)cc1F
 : -11 | -4 | -7 | 0.83 | -11 | -32 | -6 | 4 | -13
CCN(CC)CCOC(=O)c1cccc(Cl)c1
 : -20 | -6 | -5 | -0.16 | 27 | 2 | -6 | 4 | 6
CCCOc1ccccc1C1C(C(=O)OC)=CN(C(C)C)C=C1C(=O)OC
 : -7 | -5 | 6 | 1.1 | -4 | 13 | 21 | -20 | -15
COc1ccc(-c2noc(-c3ccc(Br)o3)n2)cc1OC
 : -9 | 8 | 7 | -0.26 | 7 | -25 | -15 | 4 | 5
Cc1nc2ccccn2c1C(=O)NCc1cccnc1
 : -9 | -2 | -5 | 0.15 | -16 | 4 | 19 | 11 | 5
Cc1sc2nc(NCCO)[nH]c(=O)c2c1C
 : 64* | · | 4 | 1.5 | -13 | -10 | -47 | 10 | -1
CCCCCCNC(=O)Nc1ccccc1
 : -5 | 71 | 23 | -1.1 | -7 | -76 | -19 | 24 | -24
COc1ccc(OC)c(-c2cc(C(=O)NCCN3CCOCC3)no2)c1
 : -11 | · | 3 | 0.0073 | 3 | 2 | -1 | -9 | -4
CCc1nnc(NC(=O)CSc2nnc(COc3ccccc3)n2-c2ccc(C)cc2)s1
 : -9 | -1 | -11 | 1.4 | 18 | 20 | -10 | 90* | 16
C/C(=N\N1CCN(C2c3ccccc3-c3ccccc32)CC1)c1cccnc1
 : -19 | 0 | -5 | -0.07 | -7 | -16 | -17 | 22 | 12
CC(C)C(NC(=O)COc1ccccc1)C(=O)O (stereo unspecified)
 : 14 | -1 | 2 | -0.71 | 10 | -6 | -6 | -9 | 17
Cc1ccc(N2CC(C(=O)NC3=NCCS3)CC2=O)cc1C (stereo unspecified)
 : -3 | 9 | 2 | 0.00048 | 6 | -2 | -8 | 18 | 32
COC(=O)c1c(NC(=O)C(C)C)sc2c1C(C(=O)OC)CC2 (stereo unspecified)
 : -6 | 10 | · | -0.72 | -12 | -37 | -18 | 6 | -4
C=CCNC(=O)c1ccccc1NC(=O)Nc1ccccc1
 : -16 | -7 | 2 | 0.44 | 13 | -16 | -31 | 29 | 0
COc1ccc(Cl)cc1C(=O)Nc1ccc2c(c1)OCO2
 : -22 | -14 | -10 | -0.48 | 12 | 11 | 4 | 24 | 4

Record cards, from the list above. Values in the order: PLK1 kinase inh	sEH inhibitor	Ecoli WT expand	hDAT+cocaine	PLK1 PBD inh	IL1B cytotox	HUVEC tox TNFa	cytoskel mod	VCAM1 TNFa inh
CC(C)C(NC(=O)COc1ccccc1)C(=O)O (stereo unspecified) is entered as 14	-1	2	-0.71	10	-6	-6	-9	17
COC(=O)c1c(NC(=O)C(C)C)sc2c1C(C(=O)OC)CC2 (stereo unspecified) is entered as -6	10	·	-0.72	-12	-37	-18	6	-4

Returning to the listing, starting 3 compounds before the break.
Values run as follows: PLK1 kinase inh | sEH inhibitor | Ecoli WT expand | hDAT+cocaine | PLK1 PBD inh | IL1B cytotox | HUVEC tox TNFa | cytoskel mod | VCAM1 TNFa inh
COC(=O)c1c(NC(=O)C(C)C)sc2c1C(C(=O)OC)CC2 (stereo unspecified)
 : -6 | 10 | · | -0.72 | -12 | -37 | -18 | 6 | -4
C=CCNC(=O)c1ccccc1NC(=O)Nc1ccccc1
 : -16 | -7 | 2 | 0.44 | 13 | -16 | -31 | 29 | 0
COc1ccc(Cl)cc1C(=O)Nc1ccc2c(c1)OCO2
 : -22 | -14 | -10 | -0.48 | 12 | 11 | 4 | 24 | 4
CCc1c(O)nc(SCC(=O)Nc2ccc(C)cc2)n(C2CCCCC2)c1=O
 : 22 | · | 1 | 0.089 | 4 | 13 | -22 | 19 | 25
CN(c1ccccc1C(=O)Nc1cccnc1)S(C)(=O)=O
 : -4 | -3 | 5 | -0.056 | -7 | -32 | -31 | 18 | -35
COc1ccc(-c2nc(CS(=O)CC(=O)NC3CCCc4ccccc43)c(C)o2)cc1OC (stereo unspecified)
 : 69* | · | 0 | -1.4 | 14 | · | · | · | ·
O=C(CCCC(=O)OCC(=O)c1ccc(F)cc1)Nc1cc(C(F)(F)F)ccc1Cl
 : 0 | 37 | 2 | 1.3 | 13 | 28 | 3 | -3 | -5
CC(=O)NC1CC2CCCC(C1)N2C(=O)Nc1ccc(Cl)c(C(F)(F)F)c1 (stereo unspecified)
 : -3 | 87* | 3 | 0.71 | 1 | -8 | -16 | -12 | -8
COc1ccc(CCC(=O)N2CC(C)OC(C)C2)cc1 (stereo unspecified)
 : -5 | 6 | 3 | -0.33 | -8 | -18 | 5 | 16 | 1
COc1nc(N2CCOCC2)nc(-n2cccc2)n1
 : -9 | -4 | -3 | -1.3 | -15 | -27 | -2 | 0 | 0
Cc1ccccc1-n1nnnc1-c1ccccc1
 : -11 | -7 | 2 | -0.55 | 10 | -20 | -24 | 9 | 10
O=C(c1cc2nc(-c3cccs3)cc(C(F)(F)Cl)n2n1)N1CCCc2ccccc21
 : -6 | -4 | -3 | -0.36 | 2 | -26 | -18 | -3 | 6
Cc1ccccc1-n1cnc2cc(NCc3cccs3)ccc21
 : -9 | 0 | -5 | -1.2 | 19 | -15 | 9 | 2 | -4
Cc1nc2ccccc2c(=O)n1N
 : -4 | · | 1 | 0.1 | 5 | -6 | -30 | 10 | 18
COc1ccc(C(=O)Nn2c(SCC(=O)N3CCC(C)CC3)nc3ccccc3c2=O)cc1
 : -5 | 15 | -4 | 0.052 | -11 | -19 | 4 | -10 | 16
CCOc1cc(C(C#N)N2CCCCC2)ccc1OC (stereo unspecified)
 : -3 | 14 | 4 | 0.049 | -14 | -4 | 3 | 6 | -4
CC(=O)Nc1ccccc1N(C)S(=O)(=O)c1ccc(C)cc1
 : 0 | -11 | -1 | 0.52 | -3 | -7 | -28 | 4 | -8
CN(c1cccc(NC(=O)Nc2ccc(Cl)cc2)c1)S(C)(=O)=O
 : -6 | 78 | 26 | · | -18 | 18 | 6 | -6 | -3
O=C(COC(=O)c1ccc(S(=O)(=O)N2CCCC2)cc1)NCc1ccc(F)cc1
 : -17 | 18 | -6 | 0.17 | 26 | -9 | -24 | 11 | 15
CCn1c(=S)[nH]c2cc(S(=O)(=O)N3CCCCC3)ccc21
 : -6 | -8 | -1 | -0.71 | -2 | 3 | -24 | 10 | -12
CCCn1cnc2c(c1=O)c1nc3ccccc3nc1n2CCc1ccccc1
 : -6 | 6 | -9 | -1.1 | 3 | 0 | 5 | 2 | 7
c1ccc(-c2nc3ccccc3nc2-c2ccccn2)nc1
 : -4 | 15 | -2 | -0.14 | 20 | 68 | -18 | 0 | 7
Cc1ccc(S(=O)(=O)N2CCC(C(=O)NCCN3CCCCCC3)CC2)cc1
 : -15 | 10 | 0 | -0.17 | 4 | -14 | 0 | -16 | 21
CCc1cc(/C(Cc2ccc3ccccc3n2)=N\O)c(O)cc1O
 : -8 | 12 | 17 | 1 | -7 | 0 | -21 | 6 | -8
CCC(=O)NC(NC(=O)CC)C(Cl)Cl
 : -8 | 9 | 8 | 0.074 | -13 | 26 | -8 | 16 | -9
CCOC(=O)NCC(C)(C)CNC(=O)OCC
 : -12 | -6 | -3 | -0.21 | -2 | -60 | -7 | -10 | 8
CCn1c(SCC(=O)Nc2ccccc2OC)nnc1-c1cnccn1
 : -6 | -4 | 4 | -0.27 | -15 | -20 | -34 | 33 | -2
COc1ccc(CCNC(=O)CSc2nc3cc(Cl)ccc3o2)cc1OC
 : -16 | -27 | 2 | -1 | 15 | 19 | 2 | 18 | -5
CC(=O)Nc1ccc(NC(=O)N2CCCCC2)cc1
 : -1 | · | 0 | -1.3 | -40 | 9 | -6 | 7 | 11
COC(=O)CC1=C(C(=O)OC)C(c2ccncc2)C(C#N)=C(N)O1 (stereo unspecified)
 : -9 | -4 | 1 | -1.3 | 19 | 22 | -23 | 6 | -4
O=C(CCC(=O)OCC(=O)c1ccc(Br)cc1)NC1CCCCC1
 : -3 | 0 | -5 | -0.0051 | -39 | 2 | -34 | 12 | 1
CCn1c(SCC(=O)Nc2ccc(OC)c(OC)c2)nnc1-c1c[nH]c2ccccc12
 : -22 | · | -2 | 1.1 | 12 | 14 | 28 | -11 | 18
Cc1ccc(S(=O)(=O)NCC(=O)N(CC(=O)NCC2CCCO2)C2CCCC2)cc1 (stereo unspecified)
 : -7 | -2 | 4 | 0.03 | -25 | 12 | -13 | -1 | -4

The results go on:
smiles,PLK1 kinase inh,sEH inhibitor,Ecoli WT expand,hDAT+cocaine,PLK1 PBD inh,IL1B cytotox,HUVEC tox TNFa,cytoskel mod,VCAM1 TNFa inh
CCCc1cc(=O)n2[nH]c(-c3ccco3)nc2n1,-4,-12,-13,-0.26,-18,-1,-9,7,22
C=CCN(C)CC/C=C1\c2ccccc2CSc2ccccc21,-7,-7,·,-0.75,-18,18,-20,-10,4
OC1CCN(c2c3c(nc4cc(-c5ccc(F)cc5)nn24)CCC3)CC1,-5,-5,-3,1.5,7,-6,8,-11,2
CNC(=O)c1ccccc1S(=O)(=O)c1ccccc1C#N,-8,-23,-5,-0.26,3,-16,-13,33,-8
O=C(NCc1ccc2c(c1)OCO2)c1c(F)c(F)c(F)c(F)c1F,-7,5,6,-0.67,-8,-28,2,-14,2
